NCI-60 one-dose screen, 48 h, at 10 µM unless noted. Numbers give growth in % (100 = growth as untreated, 0 = no growth, -100 = all killed).
OVCAR-4: OVCAR-4 ovarian cancer cells; hit rate 3.7% among 80,000
SK-OV-3: SK-OV-3 ovarian cancer cells; hit rate 3.2% among 80,000
SN12C: SN12C renal cancer cells; hit rate 3.8% among 81,000; AID 1794767
OVCAR-5: OVCAR-5 ovarian cancer; hit rate 2.9% among 82,000
IGROV1: IGROV1 ovarian cancer; hit rate 4.7% among 79,000
786-0: 786-0 renal cancer cells | hit rate 5.1% among 81,000
TK-10: TK-10 renal cancer cells. hit rate 3.9% among 81,000. AID 1794769
UO-31: UO-31 renal cancer. hit rate 5.2% among 81,000
Active calls of the source: *; x = no result given. How the source made its calls: active means growth percent below 10; inactive means the rest.

SMILES	OVCAR-4	SK-OV-3	SN12C	OVCAR-5	IGROV1	786-0	TK-10	UO-31
Cc1ccc(-n2cnn3c(=O)c4c5c(sc4nc23)CN(C)CC5)cc1	106	88	105	105	96	96	102	80
COc1ccc(-n2nnnc2-c2cn[nH]c2C(F)(F)F)cc1	79	103	104	108	-28*	106	113	93
CN1C(=O)[C@H]2c3c1cccc3[C@@]1(N)C(=O)[C@H](CCC1(C)C)C2(C)C	97	106	101	93	99	97	102	78
O=C1c2ccccc2C(=O)c2c1nc(-c1ccc(Cl)cc1)n2O	86	93	102	111	103	109	151	81
Cc1ccncc1C(=O)O	96	137	95	95	100	103	123	89
COc1cc(C=O)ccc1OCCOc1ccc(/C=N/NC(=O)Cn2c(-c3ccc(C)o3)nc3ccccc32)cc1OC	106	91	102	98	101	102	116	82
CN1CCC(CC(C(=O)N2CCCC2)(c2ccccc2)c2ccccc2)C1 (stereo not given)	106	105	104	105	x	104	106	x
CCCC(=O)Nc1ccccc1C	106	113	100	88	112	104	105	89
Sc1ccccc1-n1c(-c2ccccc2)ccc1-c1ccccc1	116	101	84	117	109	106	116	103
C=C1[C@@H](O)CC[C@@H]2[C@@](C)(CCc3ccoc3)[C@H](C)CC[C@@]12C	111	106	101	123	111	93	98	91
CC(C)Nc1nnc(-c2cccnc2)s1	114	100	102	106	118	92	103	89
Nc1cc(=O)[nH]n1S(=O)(=O)c1ccccc1	112	111	97	110	106	105	112	82
COc1ccc(-c2oc(=O)ccc2-c2cc(OC)c(OC)c(OC)c2)cc1F	105	106	88	69	80	75	88	47
CC1Cc2c(Cl)ncnc2N(C)c2ccc(F)cc21 (stereo not given)	95	90	106	100	105	79	99	80
C[C@@H](C[C@H](CCOC(=O)N1CCOCC1)c1ccccc1)c1cc2ccccc2o1	91	96	98	92	84	99	94	67

Taken from above:
COc1cc(C=O)ccc1OCCOc1ccc(/C=N/NC(=O)Cn2c(-c3ccc(C)o3)nc3ccccc32)cc1OC @ TK-10 = 116
CC1Cc2c(Cl)ncnc2N(C)c2ccc(F)cc21 (stereo not given) @ UO-31 = 80
O=C1c2ccccc2C(=O)c2c1nc(-c1ccc(Cl)cc1)n2O @ OVCAR-4 = 86
COc1ccc(-n2nnnc2-c2cn[nH]c2C(F)(F)F)cc1 @ SK-OV-3 = 103
Nc1cc(=O)[nH]n1S(=O)(=O)c1ccccc1 @ OVCAR-5 = 110

(next part)
SMILES	OVCAR-4	SK-OV-3	SN12C	OVCAR-5	IGROV1	786-0	TK-10	UO-31
Nc1ncc(-c2ccc(NS(=O)(=O)c3cc(F)c(F)c(F)c3)cc2)[nH]1	100	100	100	102	104	104	101	80
Nc1ccc(Br)cc1C(F)(F)F	124	103	100	95	114	105	108	88
Nc1ccc(C2=NNC(=O)Cc3cc4c(cc32)OCCO4)cc1	120	102	106	90	95	101	107	84
COc1ccc(NC(=O)CSc2nnc(-c3ccc(-c4nc5ccc(Cl)cc5[nH]4)cc3)o2)cc1	34	55	6.1*	60	60	-64*	112	71
Cc1ccc(O)c(C(C)C)c1	x	96	99	88	108	107	100	81
COc1ccc2c(c1)c(-c1noc(-c3cn(C)c4ncc(Br)cc34)n1)cn2C	97	87	95	103	89	110	109	72
O=C(C(=O)c1ccc(O)cc1O)c1ccc(O)cc1O	105	102	99	80	62	100	91	93
COc1ccc2c(Cn3cc(CSc4nc5cc(Cl)ccc5o4)nn3)cc(=O)oc2c1	99	93	100	112	101	105	114	80
NCC(=O)N/N=C/c1ccc([N+](=O)[O-])o1	104	102	82	118	99	103	120	93
COc1ccc(-c2nn(-c3cccc(Cl)c3)cc2C=C2C(N)=NN=C2N)cc1	102	107	103	114	97	113	x	91
CC(C)N(CCNc1nc(C(Cl)(Cl)Cl)nc2cc(Cl)ccc12)C(C)C	7.6*	-28*	18	-11*	-38*	-76*	-84*	-29*
OC(CN1CCCCC1)c1ccccc1 (stereo not given)	105	102	96	101	104	95	99	89
N#Cc1ccc(-c2csc(Nc3ccc4nc5n(c(=O)c4c3)CCC5)n2)cc1	109	176	104	103	107	104	110	100
CN(C)c1ccc(-c2cc(-n3nnnc3-c3ccccc3)no2)cc1	112	116	105	83	109	109	98	97
c1ccc(-c2cnc3sc(C(c4ccccc4)c4ccccc4)nn23)cc1	108	91	90	98	89	99	x	94

2 entries from above, comma-delimited:
smiles,OVCAR-4,SK-OV-3,SN12C,OVCAR-5,IGROV1,786-0,TK-10,UO-31
CC1Cc2c(Cl)ncnc2N(C)c2ccc(F)cc21 (stereo not given),95,90,106,100,105,79,99,80
C[C@@H](C[C@H](CCOC(=O)N1CCOCC1)c1ccccc1)c1cc2ccccc2o1,91,96,98,92,84,99,94,67

Next section.
SMILES	OVCAR-4	SK-OV-3	SN12C	OVCAR-5	IGROV1	786-0	TK-10	UO-31
N#CN=C(N)NC(=O)c1ccccc1	101	118	100	102	106	105	97	93
COc1ccc(Cn2cc3c(c2-c2cc(OC)c(OC)c(OC)c2)CCc2cnoc2-3)cc1OC	94	109	89	100	81	85	138	70
COc1ccc(-c2cc(NC(=O)Nc3ccccn3)no2)cc1	93	113	92	97	100	98	105	85
COc1cc2nc(N3CCCC3)nc(NCc3ccccc3)c2cc1OC	57	96	70	80	90	79	100	52
NC(=O)[C@H]1O[C@@H](n2cnc3c(=O)[nH]c(N)nc32)[C@H](O)[C@@H]1O	110	x	101	100	109	107	106	101
COc1cc(C(=O)O)cc(Cl)c1O	102	112	96	108	110	115	95	87
CN(C)c1ccc(C=C2c3ccccc3-c3ccccc32)cc1	101	95	x	105	95	104	109	74
CCN(C(C)=O)c1ccc([N+](=O)[O-])cc1	113	109	105	111	107	102	93	90
CN(C)C1=NC(=O)C(c2c[nH]c3ccccc23)=N1	99	90	93	104	65	101	159	72
O=C1C(c2cccc3ccccc23)=C(c2c[nH]c3ccccc23)C(=O)N1O	109	87	101	97	82	88	112	61
CCC(C)(C)C(=O)O[C@H]1C[C@@H](C)C=C2C=C[C@H](C)[C@H](CC[C@@H]3CC(SCCN)CC(=O)O3)[C@H]21 (stereo not given in full)	101	102	77	99	99	102	92	69
C#C[C@]1(O)CC[C@H]2[C@@H]3CC=C4c5sc(Nc6ccc(OC)nc6)nc5CC[C@]4(C)[C@H]3CC[C@@]21C	76	44	71	84	30	-28*	124	33
CCN1CCCC1CNC(=O)c1cc(S(=O)(=O)CC)c(N)cc1OC (stereo not given)	119	113	97	98	108	106	111	74
Cc1ccc2[nH]cc(-c3nc(-c4cn(C)c5ncccc45)cs3)c2c1	x	102	88	108	108	91	95	x
CC1=CSc2nnc(CSC(SCc3nnc4n3NC(C)=CS4)c3ccccc3)n2N1	97	94	95	108	x	102	128	79
O=C(Nc1ccc(C2=NCCN2)cc1)Nc1cccc(NC(=O)Nc2cccc(C3=NCCN3)c2)c1	85	102	112	86	92	110	153	107
C[C@H]1[C@H](C)CC[C@]2(C(=O)N3CCN(C)CC3)CC[C@]3(C)C(=CC[C@@H]4[C@@]5(C)C/C(=C/c6cccc([N+](=O)[O-])c6)C(=O)C(C)(C)[C@@H]5CC[C@]43C)[C@H]12	52	96	64	90	82	65	105	59
O=C(Nc1ccc(Cl)c(Cl)c1)Nc1ncccc1OCc1ccc(F)cc1	115	98	103	78	96	87	95	86
COc1ccc(N)c(-c2cc3c(c4c2[nH]c2ccc(OC)cc24)CCCC3)c1	93	77	88	96	71	78	114	58
CC12NC(=O)C(C#N)(C(C#N)=C(Cl)N1)C2(C)C (stereo not given)	108	105	99	95	119	98	96	76
Cc1ccc(-c2csc(NC(=O)CSc3nc(C)cc(=O)[nH]3)n2)cc1	94	103	101	112	86	101	108	84
CCCN(CCC)CC(=O)NC1c2ccccc2Oc2ccccc21	97	77	x	87	77	83	91	75
COc1ccc2c(c1)C(=O)c1c-2c(OCCN(C)C)nc2cc(OC)c(OC)cc12	51	74	52	117	35	79	64	47
COc1nc(OC)nc(-c2cc(-c3ccc(OC)c(F)c3)no2)n1	104	112	98	122	111	96	106	85
CC(C)(C)N1C(=O)c2ccccc2C1=O	102	106	111	97	84	100	119	85
Cn1c(C(N)=O)cc2c1-c1nc(N)ncc1CCC2	113	112	97	83	105	106	101	105
COc1ccc(S(=O)(=O)N2CCCCC2)cc1NC(=O)c1[nH]c(C)c2c1CCCCC2=O	42	20	35	48	15	32	1.3*	9.7*
O=S(=O)(NCc1ccco1)c1ccc(F)cc1	113	113	119	100	125	102	118	86
CCOC(=O)c1c(C)nc(C)c(C(=O)OCC)c1-c1cccc([N+](=O)[O-])c1	100	98	94	82	80	111	103	101
COc1ccc(/C(C)=N\N)cc1	109	107	101	101	113	108	98	99
O=C(C[n+]1cccc2ccccc21)c1ccc(O)c(O)c1	55	120	72	88	49	x	39	51
CC(=O)C(C)(CCC#N)CCC#N	106	109	100	103	99	95	91	83
Cn1cc(-c2csc(-c3cn(CCN)c4ccc(F)cc34)n2)c2cccnc21	55	78	76	80	40	79	121	58
Cc1ccc(-c2cc3c(nn2)-c2ccccc2C3=O)cc1	x	74	83	81	73	93	106	63
Cc1ccc(NCc2nnc(-c3ccc(Cl)cc3)o2)cc1	111	100	101	111	93	100	113	73
O=c1[nH][nH]c(Nc2ccccc2)c1N=Nc1ccc(F)cc1	80	94	80	112	80	91	95	66
CCCCCCCCCCCCCCCC1=NCC[N+]1(CCO)CCO	61	95	67	43	-16*	55	67	42
CCCCN1C(=O)/C(=c2\sc3n(c2=O)NC2C(N=3)N(CC)C(=S)N2CC)c2ccccc21 (stereo not given)	92	114	95	107	91	97	123	67
O=C(Nc1nc(-c2ccc(Br)cc2)cs1)c1cc(-c2ccc(Br)cc2)nc2ccc(Cl)cc12	83	78	85	104	61	94	115	64
CCOC(=O)C(C)(C)C(C)=O	99	93	95	89	96	93	107	71
CC(=O)C1=NN(c2ccc(Cl)cc2)C(=O)CN1C	114	113	102	95	103	91	91	93
O=C(O)c1ccc(-c2nn(-c3ccc(C(=O)O)cc3)cc2/C=N/Nc2ccc(F)cc2)cc1	101	96	94	92	92	99	104	59
CCCCOCc1ccc(OC)cc1	112	108	103	102	125	x	102	x
O=c1c(N=Nc2ccccc2)c[nH]n1-c1ccccc1	95	x	110	100	115	99	112	103
FC(F)(F)c1ccc(-c2cncnc2NC2CCCCCC2)cc1	89	96	99	107	91	92	102	65

Entries from the list above with a COOH group:
SMILES	OVCAR-4	SK-OV-3	SN12C	OVCAR-5	IGROV1	786-0	TK-10	UO-31
Cc1ccncc1C(=O)O	96	137	95	95	100	103	123	89
COc1cc(C(=O)O)cc(Cl)c1O	102	112	96	108	110	115	95	87
O=C(O)c1ccc(-c2nn(-c3ccc(C(=O)O)cc3)cc2/C=N/Nc2ccc(F)cc2)cc1	101	96	94	92	92	99	104	59

Single records, as listed above. Order of values: OVCAR-4 | SK-OV-3 | SN12C | OVCAR-5 | IGROV1 | 786-0 | TK-10 | UO-31
Cc1ccc(O)c(C(C)C)c1 in the list: x | 96 | 99 | 88 | 108 | 107 | 100 | 81
O=C(Nc1nc(-c2ccc(Br)cc2)cs1)c1cc(-c2ccc(Br)cc2)nc2ccc(Cl)cc12 in the list: 83 | 78 | 85 | 104 | 61 | 94 | 115 | 64
COc1cc(C(=O)O)cc(Cl)c1O in the list: 102 | 112 | 96 | 108 | 110 | 115 | 95 | 87

Next records
SMILES	OVCAR-4	SK-OV-3	SN12C	OVCAR-5	IGROV1	786-0	TK-10	UO-31
COc1cccc(/C(C)=C(\C)C2CC2CCNS(=O)(=O)c2ccc(C)cc2)c1 (stereo not given)	49	113	82	104	91	98	111	81
Clc1ccc(Nc2nnc(CNc3ccccc3)c3ccccc23)cc1	19	22	29	41	19	21	-0.7*	1.9*
COC(=O)c1ncoc1C(NC(=O)c1ccccc1)=C(Cl)Cl	110	110	99	119	101	103	96	86
OCC1(CO)COC(c2ccccc2)OC1	x	121	122	106	130	108	119	104
COc1ccc2nc(Cl)c(/C=C3\CC(c4ccccc4)=NN(c4ccccc4)C3=O)cc2c1	37	46	72	94	51	-4.3*	79	62
Cc1c[nH]c(=S)[nH]c1=S	100	93	x	111	103	98	98	90
COC(=O)C(Cc1ccc(Cl)c(Cl)c1)n1cc(-c2ccccc2)nn1 (stereo not given)	101	92	99	104	105	105	107	83
CCOC(=O)/C(C#N)=C/c1ccc(N(C)C)cc1	105	113	97	110	97	87	105	87
COc1cc(C2=NN(C=O)C(c3sc(N(C)Cc4ccccc4)nc3Cl)C2)cc(OC)c1OC (stereo not given)	84	106	85	98	84	80	92	69
CCn1cc(-c2ccnc(NCCNS(=O)(=O)c3ccc(Br)cc3)c2)c(-c2cccc(OC)c2)n1	55	77	77	98	61	71	83	46
CCOC(=O)c1c(Nc2ccccc2)nn(CC(O)c2ccccc2)c1N (stereo not given)	100	94	94	99	97	102	101	75
CCOP(=O)(O)OP(=O)(O)OCC	105	97	105	97	97	99	103	92
c1ccc(N2CCN(CN3CCN(c4ccccc4)CC3)CC2)cc1	101	96	100	80	x	92	103	87
COc1ccccc1-c1c(C)nn2c(NCc3ccccn3)cc(C)nc12	28	139	97	103	105	107	x	52
C=C1C(=O)O[C@H]2[C@H]1CC/C(COC(=O)c1ccccc1)=C\CC[C@@]1(C)O[C@@H]21	5.2*	95	-22*	2.5*	-25*	-59*	-0.2*	-96*
Cc1ccc(S(=O)(=O)Nc2cc(Sc3ccccc3)c(O)c3ccccc23)cc1	-100*	115	64	106	85	104	111	64
CCn1c2c(c3ccccc31)CC1CN(Cc3ccco3)C(=O)C1C2C(=O)O (stereo not given)	95	118	94	108	106	x	108	94
CS(=O)(=O)O	97	104	107	104	106	95	88	88
CCc1c(C(=O)N[C@@H](CO)Cc2ccccc2)[nH]c2ccc(C(F)(F)F)cc12	42	98	71	82	74	67	75	62
COC(=O)CNC(=O)[C@H](Cc1ccccc1)NCc1ccco1	105	87	99	116	103	104	80	91
CN(C)C(=O)c1ccc(Cl)c(Cl)c1	107	115	96	99	101	103	104	82
N/C(=N\S(=O)(=O)c1cc(C(F)(F)F)cc(C(F)(F)F)c1)c1ccncc1	98	103	94	92	96	94	100	67
Nc1n[nH]c2cccc(C#Cc3cccc(NC(=O)c4cc(N5CCOCC5)cc(C(F)(F)F)c4)c3)c12	52	35	58	42	10.0*	58	36	17

Source: PubChem BioAssay

Rows are unselected (roughly 8.7% active in at least one column).
